Avidin fluor: avidin bead compound fluorescence profile; fluorescence (KMESF) at 10 µM; Avidin beads, compound fluorescence 488/530 nm, flow cytometry; hits give high values; AID 1775; 220,000 tested, 0.38% active; in the data active = fluorescence above about 47; also: inactives centre near 10
Pf gamet viab: inhibitors of late stage P. falciparum gametocyte viability. P. falciparum stage V gametocytes, ATP luminescence, 24 h. inhibition, % at 10.9 µM. 150,000 tested, 0.065% active;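 active = inhibition above the mean plus 3 SD of compounds within the control limits, set per campaign, cut at about 38% in these data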;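 also: 0% = DMSO wells and 100% = medium only without gametocytes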
Rab7 wt modul: dog Rab7 wildtype GTP binding, inhibitors and activators; GST-Rab7 beads, fluorescent GTP binding, flow cytometry; actives lie on both sides; untreated = 100%, excess cold GTP = 0%; GTP binding activity (percent of control), % at 10 µM; 190,000 tested, 0.055% active; AID 758;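 active = fluorescent GTP binding to Rab7 beads changed by at least 20 points from the 100% baseline, either direction, mostly lower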;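 also: median green fluorescence of bound Bodipy-FL-GTP per Rab7 bead population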
HRas wt GTP: modulators of GTP binding to human HRas wildtype; P01112; GST-Ras wt beads, Bodipy-FL-GTP binding, flow cytometry; actives lie on both sides; GTP binding activity, % at 10 µM; 190,000 tested, 0.14% active; AID 759;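 active = GTP binding activity at least 20% away from the 100% baseline, either lowered as inhibitor or raised as activator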;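 also: 0% = unlabeled GTP competition control and 100% = no-compound control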
Rac1 wt GTP bind: alters GTP binding to wildtype human Rac1; P63000; GST-Rac1 beads, fluorescent GTP binding, flow cytometry; actives lie on both sides; 0 = cold GTP competed, 100 = untreated; GTP binding activity (% of control), % at 10 µM; 190,000 tested, 0.27% active; AID 757;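 active = GTP binding activity at least 20 points away from the 100% control level, either lower or higher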
Rab2 wt GTP: changes GTP binding to wildtype dog Rab2A, up or down | P61105 | GST-Rab2 wt beads, Bodipy-GTP binding, flow cytometry | GTP binding activity, % at 10 µM | 190,000 tested, 0.19% active;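 active = GTP binding activity at least 20 points away from 100%, either lowered or raised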;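 also: 0% = beads with excess unlabeled GTP and 100% = no-compound control corrected for plate trend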
Rac1 mut GTP: human Rac1 activated mutant GTP binding change. P63000. 190,000 tested, 0.11% active. GST-Rac1 activated beads, fluorescent GTP binding, flow cytometry; actives lie on both sides; 100% means binding = to untreated wells. percent activity (GTP binding), % at 10 µM;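 active = GTP binding at least 20 percentage points away from the 100% baseline, in either direction, so actives lie on both sides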
Cdc42 wt: modulators (inhibitors or activators) of GTP binding to human Cdc42 wildtype; 190,000 tested, 0.2% active; percent activity (GTP binding), % at 10 µM; GST-Cdc42 beads, Bodipy-GTP binding, flow cytometry; actives lie on both sides; P60953;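 active = percent activity GTP binding at least 20 points away from the 100% baseline, either down as inhibitor or up as activator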;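 also: median bead fluorescence of bound Bodipy-FL-GTP at 100 nM; 0% = excess unlabeled GTP control and 100% = no compound control; below 100% means less GTP binding so inhibitor and above means activator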
ABCB1 inh: human ABCB1 inhibition, ABCG2 as counter-screen; P08183; CCRF-Adr cells, JC-1 efflux, flow cytometry; inhibition, % at 6.6 µM; 190,000 tested, 0.067% active; in the data active = inhibition above about 40%;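 also: 0% = vehicle and 100% = reference inhibitor; higher value means more JC-1 retained so stronger ABCB1 efflux block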
Target sequence (P08183 whole entry, looked up): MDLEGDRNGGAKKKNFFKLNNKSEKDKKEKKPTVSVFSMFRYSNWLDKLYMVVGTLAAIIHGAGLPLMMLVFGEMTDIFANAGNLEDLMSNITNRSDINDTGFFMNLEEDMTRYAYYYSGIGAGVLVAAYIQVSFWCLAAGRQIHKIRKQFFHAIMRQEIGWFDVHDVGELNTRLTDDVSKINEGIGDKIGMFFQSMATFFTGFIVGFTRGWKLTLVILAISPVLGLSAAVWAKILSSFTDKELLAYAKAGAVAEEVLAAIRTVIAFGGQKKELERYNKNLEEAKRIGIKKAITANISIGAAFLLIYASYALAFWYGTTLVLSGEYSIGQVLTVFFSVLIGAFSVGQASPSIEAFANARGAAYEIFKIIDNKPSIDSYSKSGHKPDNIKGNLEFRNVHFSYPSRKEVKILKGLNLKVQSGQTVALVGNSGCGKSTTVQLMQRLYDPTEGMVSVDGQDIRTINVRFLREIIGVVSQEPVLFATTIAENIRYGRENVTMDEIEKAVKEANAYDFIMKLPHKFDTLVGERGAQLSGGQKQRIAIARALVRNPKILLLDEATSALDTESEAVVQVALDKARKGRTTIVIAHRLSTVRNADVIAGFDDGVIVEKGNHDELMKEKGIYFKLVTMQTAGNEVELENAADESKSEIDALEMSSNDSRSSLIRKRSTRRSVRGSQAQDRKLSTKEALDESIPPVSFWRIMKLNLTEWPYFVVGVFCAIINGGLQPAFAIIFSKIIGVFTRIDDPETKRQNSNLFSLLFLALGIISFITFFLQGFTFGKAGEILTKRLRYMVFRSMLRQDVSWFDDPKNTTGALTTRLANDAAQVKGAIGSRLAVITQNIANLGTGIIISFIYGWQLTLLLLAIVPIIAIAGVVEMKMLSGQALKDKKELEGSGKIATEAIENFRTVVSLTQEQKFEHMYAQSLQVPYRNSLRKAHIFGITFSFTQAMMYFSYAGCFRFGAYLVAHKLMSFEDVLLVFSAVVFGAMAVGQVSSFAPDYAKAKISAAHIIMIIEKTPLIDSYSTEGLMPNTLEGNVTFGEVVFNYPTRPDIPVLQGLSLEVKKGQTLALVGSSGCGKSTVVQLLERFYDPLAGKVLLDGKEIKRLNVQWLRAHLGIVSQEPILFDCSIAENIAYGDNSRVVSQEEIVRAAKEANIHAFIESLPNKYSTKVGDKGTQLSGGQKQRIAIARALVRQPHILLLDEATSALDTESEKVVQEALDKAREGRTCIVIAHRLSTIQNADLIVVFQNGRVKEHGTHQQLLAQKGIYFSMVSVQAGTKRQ
GSH fluor: GSH bead compound fluorescence profile | GSH beads flow cytometry, compound fluorescence 488/530 nm; hits give high values | fluorescence (KMESF) at 10 µM | 190,000 tested, 0.25% active | AID 1776; in the data active = fluorescence above about 89;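 also: glutathione beads carrying GST-tagged Bcl family fusion proteins plus one bare bead set; values are compound well signal with DMSO vehicle wells as background; inactives centre near 16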
ABCG2 inh: inhibitors of human ABCG2 transporter, ABCB1 counter-screen. inhibition, % at 6.6 µM. Q9UNQ0. 190,000 tested, 0.1% active. IgMXP3 cells, JC-1 efflux, flow cytometry;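 active = inhibition above 80%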;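 also: 0% = DMSO and 100% = nicardipine control wells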
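Incubation: cells with compound and JC-1, 10 min at 25 °C, rotating, no wash / Test system: IgMXP3 (ABCG2) plus far-red-tagged CCRF-Adr (ABCB1) cells / Compound dosing: one concentration, 6.6 µM final / Also added: JC-1 fluorescent substrate / Evaluation: efflux inhibition in percent versus controls / Detection: flow cytometry, 530 nm JC-1 signal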
Starred values were filed as active, the others as inactive; . = not tested or not shown.

SMILES	Avidin fluor	Pf gamet viab	Rab7 wt modul	HRas wt GTP	Rac1 wt GTP bind	Rab2 wt GTP	Rac1 mut GTP	Cdc42 wt	ABCB1 inh	GSH fluor	ABCG2 inh
CCOC(=O)c1ccccc1NC(=O)c1cccs1	46	3	101	99	105	103	97	101	0.4	22	59
O=C(Nc1ccc(-c2nnn(CC(=O)N3CCN(C(=O)c4ccco4)CC3)n2)cc1)c1ccc(F)cc1	25	8	95	95	99	93	94	94	0.3	8	0
NC(=O)c1ccccc1N/C=C/C(=O)c1ccccc1	10	22	99	100	101	100	100	101	0.4	29	7
CCc1ccccc1S(=O)(=O)Cc1ccc(C(=O)NCc2cccs2)o1	26	.	105	100	99	98	99	94	0.8	12	4
COc1ccc(CNC(=S)N/N=C/c2ccc(O)c(OC)c2)cc1	4	6	94	92	94	89	92	91	0.5	12	9
COc1cc(/C=N/NC(=O)/C(=C\c2ccc([N+](=O)[O-])cc2)NC(=O)c2ccccc2)cc(OC)c1O	3	.	93	96	97	94	97	95	-0.2	37	5
CCCc1ccc(C(=O)NNC(=O)c2ccc(Cl)cc2)cc1	18	.	104	100	108	102	97	102	-1.3	26	10
COc1ccc(-c2noc(-c3ccco3)n2)cc1OC	10	.	100	104	109	102	100	103	-0.7	38	7
CC1CC(C)CN(CC(=O)NCCc2ccc(S(N)(=O)=O)cc2)C1 (stereo not drawn)	8	8	99	98	104	100	99	100	0.2	18	3
CCCCC(O)(CCCC)C(=O)NN(C(=O)CCl)c1ccccc1	8	1	99	96	100	98	97	98	1.5	9	5
Cc1ccc(C(=O)COC(=O)c2ccc(Br)o2)cc1C	6	.	101	99	102	99	99	101	-0.3	15	-1
CC(=O)Nc1ccc(NC(=O)c2ccc(Cn3cc(Cl)cn3)cc2)cc1	9	10	100	100	105	99	99	105	-1.0	12	-6
COc1ccc(-n2ncc3c(NCCN4CCOCC4)ncnc32)cc1	12	.	104	102	104	102	100	103	0.1	11	4
Cc1ccccc1NC(=O)COc1ccc(Br)cc1C	5	8	105	104	105	103	102	103	0.1	15	1
O=C1CSC(c2ccccc2[N+](=O)[O-])N1c1ccccc1 (stereo not drawn)	9	15	97	97	99	100	97	99	0.3	13	3
S=C(Nc1ccc(Oc2ccccc2)cc1)N(CCCN1CCOCC1)Cc1ccccn1	13	18	93	95	100	92	97	97	5.3	9	7
N/C(=N\OC(=O)Oc1ccccc1)c1ccc([N+](=O)[O-])cc1	6	15	99	103	103	102	104	103	0.5	19	3
CC(=O)Nc1ccccc1C(=O)C(=O)Nc1ccc(Cl)cc1	8	-13	104	100	100	99	100	99	1.0	17	4
COc1ccc(-n2cccc2/C=C2/NC(=O)N(c3cccc(Cl)c3)C2=O)cc1	29	8	104	100	102	100	100	101	-0.3	14	0
COc1ccc(-n2c(C)c([N+](=O)[O-])c3ccc(O)c(CN(C)C)c32)cc1	11	.	99	100	105	99	99	100	0.3	35	6
Cc1ccc(N2C(=O)C(Cl)=C(NCc3ccccc3)C2=O)c(C)c1	8	-16	103	103	102	103	98	104	0.5	20	1
CCN(CC(=O)NCc1ccc(Cl)cc1)C(=O)/C=C/c1ccco1	8	9	97	100	102	100	99	102	1.5	26	4
Cc1ccc(NC(=O)CCn2cccc2)cc1Cl	9	.	102	101	103	100	100	102	0.7	13	49
ON1C2CCCCC2N(O)C1c1c(F)c(F)c(F)c(F)c1F (stereo not drawn)	13	.	103	105	103	105	100	103	1.1	53	7
Cc1ccccc1NC(=O)C1C2CCCC1C2c1ccccc1 (stereo not drawn)	12	-37	98	100	102	101	101	99	0.0	8	0

An excerpt of the results above:
SMILES	Avidin fluor	Pf gamet viab	Rab7 wt modul	HRas wt GTP	Rac1 wt GTP bind	Rab2 wt GTP	Rac1 mut GTP	Cdc42 wt	ABCB1 inh	GSH fluor	ABCG2 inh
CCN(CC(=O)NCc1ccc(Cl)cc1)C(=O)/C=C/c1ccco1	8	9	97	100	102	100	99	102	1.5	26	4
Cc1ccc(NC(=O)CCn2cccc2)cc1Cl	9	.	102	101	103	100	100	102	0.7	13	49
ON1C2CCCCC2N(O)C1c1c(F)c(F)c(F)c(F)c1F (stereo not drawn)	13	.	103	105	103	105	100	103	1.1	53	7
Cc1ccccc1NC(=O)C1C2CCCC1C2c1ccccc1 (stereo not drawn)	12	-37	98	100	102	101	101	99	0.0	8	0

The list continues.
SMILES	Avidin fluor	Pf gamet viab	Rab7 wt modul	HRas wt GTP	Rac1 wt GTP bind	Rab2 wt GTP	Rac1 mut GTP	Cdc42 wt	ABCB1 inh	GSH fluor	ABCG2 inh
CC(C)c1ccc(S(=O)(=O)N2CCN(C(=O)c3cccc(F)c3)CC2)cc1	12	-7	96	96	93	94	94	96	1.3	28	3
c1ccc(CSc2ncnc3c2cnn3Cc2ccccc2)cc1	11	-18	97	95	96	96	92	97	0.2	37	4
CCC(c1nnnn1CCOC)N1CCN(c2nc3ccccc3s2)CC1 (stereo not drawn)	11	-1	98	98	99	95	98	97	0.3	12	0
Cc1ccc2c(c1)c1c3n2CCN(C(=O)Cn2c(-c4ccccc4)noc2=O)C3CCC1 (stereo not drawn)	11	.	102	99	99	100	99	97	1.4	12	3
Cc1csc(NC(=O)CSc2nnc(-c3ccccn3)n2-c2ccc(C)c(C)c2)n1	12	10	99	100	107	100	99	104	2.5	57	6
NC(=O)c1ccc(-n2nnnc2Oc2ccc(Br)cc2)cc1	24	-22	95	93	95	95	96	95	0.0	10	2
C/C(=N\NC(=O)CNc1cccc(C(F)(F)F)c1)c1cccs1	27	6	106	101	98	97	97	97	-0.3	17	0
O=C(Nc1ccc2c(c1)OCO2)Nc1ccc(Cl)cc1Cl	13	22	97	100	103	100	98	101	0.5	36	48
O=C(N=C1SCC(=O)N1c1ccccc1Cl)c1ccco1	47	.	107	105	105	104	101	104	0.1	19	1
O=C1C(Cl)=C(NCCN2CCCCC2)C(=O)c2ccccc21	23	.	101	98	103	99	97	95	1.1	12	6
Cc1cccc(NC(=O)c2ccc(Cl)c(NC(=O)c3ccncc3)c2)c1C	5	18	97	94	93	93	93	91	-0.1	15	0
C/C(=N\NC(=O)c1c(Br)cnn1C)c1ccc(NC(=O)c2ccc(F)cc2)cc1	12	9	104	100	105	99	98	99	-0.2	19	4
CC(C)=Nc1ccccc1C1COC(=O)C1=N (stereo not drawn)	2	-15	97	97	103	93	100	98	0.4	7	2
CN(Cc1ccccc1F)c1nc(-c2cccs2)nc2ccccc12	14	0	102	98	102	98	98	98	2.3	8	34
CCN(CCn1cccn1)C(=O)CCc1nnc(-c2ccccc2)o1	2	14	95	97	101	97	96	100	1.0	14	17
CS(=O)(=O)N(CC(=O)Nc1ccc(F)c(F)c1)c1cccc([N+](=O)[O-])c1	12	-4	99	101	103	101	99	102	1.1	20	17
Cc1cc(C)c(C#N)c(Sc2ccccc2N)n1	6	1	97	96	95	98	94	96	0.7	15	-1
CN(C(=O)CSc1nc2c(c(=O)[nH]1)CCCC2)C1CCCCC1	8	.	97	101	99	99	97	100	0.0	16	1
Cc1ccc(S(=O)(=O)c2c(C)nn(C(C)(C)C)c2OC(=O)CC(C)C)cc1	9	-1	97	99	100	98	96	96	1.1	19	2
CC(=O)N/N=C(\C)CCc1ccccc1	9	0	106	101	102	100	98	96	0.4	25	1
O=C(c1ccc(Cl)c(S(=O)(=O)NCc2ccccc2)c1)N1CCN(c2ccccn2)CC1	10	.	97	98	99	97	97	98	1.1	7	1
COc1ccc(OC)c(CNn2c(-c3ccccc3F)nc3ccccc3c2=O)c1	15	-23	99	96	97	100	96	100	4.1	12	16
O=P1(O)C=C(c2ccccc2)OC(c2ccccc2)=C1	14	.	91	97	95	94	96	99	-2.9	27	-2
Cc1nc2nc(NCc3cccs3)nn2c(C)c1Cl	35	.	100	105	103	103	101	103	0.3	17	2
CC(C)(C)N1C(=O)c2ccccc2NC(=O)N1Cc1ccc(Br)cc1	13	.	101	103	105	105	105	105	3.8	32	30
Carrying on.
SMILES	Avidin fluor	Pf gamet viab	Rab7 wt modul	HRas wt GTP	Rac1 wt GTP bind	Rab2 wt GTP	Rac1 mut GTP	Cdc42 wt	ABCB1 inh	GSH fluor	ABCG2 inh
COc1ccc(-c2[nH]c(-c3ccc(Cl)cc3)nc2SCC(=O)Nc2nccs2)cc1	.	.	96	100	102	99	98	101	0.1	17	1
COc1ccccc1NC(=O)Cn1nnc(C(=O)NCCc2ccccc2)c1N	11	9	91	95	93	96	94	89	1.4	13	22
CC(=O)N(c1cccc(Br)c1)C1C=CS(=O)(=O)C1 (stereo not drawn)	38	.	102	104	107	103	102	107	0.1	13	0
CSc1nncc(=O)[nH]1	7	-2	98	100	105	100	101	105	0.0	5	1
Cc1cccc(Cc2nnc(CCC(=O)NCc3ccncc3C)o2)c1	7	-7	94	93	102	97	95	104	0.0	12	2
C=CCn1c(C)cc(C(=O)COc2nncc3ccccc23)c1C	4	.	102	101	108	101	100	104	0.3	15	2
Fc1ccccc1COc1cccc(/C=N/n2cnnc2)c1	16	-7	102	103	100	103	100	102	0.8	24	5
CC(=O)N/N=C(\C)CC(=O)Nc1ccc2c(c1)OCCO2	18	.	101	100	97	99	98	98	0.0	25	0
OCC#Cc1cnc2ccccc2c1	6	.	94	96	94	94	95	96	-2.3	38	-3
COc1ccc(CNCC(=O)Nc2cccc(S(N)(=O)=O)c2)cc1	10	3	93	98	99	99	97	100	0.7	11	6
O=C(CN1CCCCC1)Nc1cccc(-n2cnnn2)c1	7	-3	103	104	109	102	100	103	0.4	24	4
CC(O)(CS(=O)(=O)Cc1ccccc1)C(=O)Nc1ccc(C(F)(F)F)cc1 (stereo not drawn)	25	-10	104	104	109	103	100	106	-0.1	21	11
COc1cccc(-c2cc3nc(-c4ccccc4)cc(N4CCC5(CC4)OCCO5)n3n2)c1	11	8	98	103	104	103	100	102	0.9	18	5
Cc1cc(C(=O)NCc2cc(C(=O)O)co2)co1	21	.	102	100	103	101	100	100	0.0	23	0
N#C/C(=N\Nc1ccccc1F)c1nc(-c2ccccc2)cs1	13	.	94	95	100	95	99	98	0.1	14	3
CCOc1ccccc1-n1c(SCC(N)=O)nnc1-c1ccc(O)cc1	12	.	93	94	91	90	97	91	0.8	16	1
Cc1cccc(Nc2nc(N)c([N+](=O)[O-])c(NCc3ccco3)n2)c1	2	12	102	101	103	97	100	100	0.2	6	4
CCCc1cc(-c2n[nH]c(=S)n2C(C)c2ccccc2)cs1 (stereo not drawn)	7	.	99	100	105	102	100	97	-0.1	17	-1
CNC(=S)N/N=C/c1ccc(OCc2ccccc2)c(Br)c1	3	-4	102	102	105	100	102	102	0.7	18	1
COCCn1c(SCc2cc(=O)n3ccsc3n2)nnc1-c1ccncc1	12	-7	93	91	93	96	89	91	0.4	12	12

Bioassay records (PubChem BioAssay)
